# MsrA inhibitor: inhibitors of bovine MsrA; purified bovine MsrA, absorbance read-out; inhibition, % at 15.5 µM; 0.75% of 360,000 active; in the data active = inhibition above about 4.5%;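 also: 0% = vehicle wells with enzyme and 100% = reference inhibitor wells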
# MsrA act: bovine methionine sulfoxide reductase A activation | activation, % at 10.6 µM | AID 602163 | purified bovine MsrA, absorbance read-out | 0.3% of 360,000 active; in the data active = activation above about 7.5%;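 also: 0% = vehicle and 100% = reference activator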
# Tb MetRS inh: blocks T. brucei methionyl-tRNA synthetase activity; inhibition, % at 11.9 µM; 0.4% of 360,000 active; purified T. brucei MetRS, ATP depletion, Kinase-Glo luminescence; AID 624268;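 active = inhibition above a per-plate cutoff of the control wells' mean inhibition plus 3 SD, cut at about 5.5% in these data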;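 also: 0% = DMSO wells median and 100% = median of wells with control inhibitor compound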
#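 Dosing: 11.9 µM compound single dose, 0.9% DMSO; Assay system: purified T. brucei MetRS enzyme; Measured by: Kinase-Glo luciferase luminescence reporting remaining unconsumed ATP; Schedule: 15 min plus 2 h at 25 °C.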
# CSN deneddyl inh: inhibitors of human CSN-mediated cullin deneddylation. Q92905. Purified CSN, SCF-Nedd8-OG deneddylation, fluorescence polarization. inhibition, % at 12.5 µM. 0.38% of 360,000 active;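 active = pattern-corrected inhibition above about 35%, with an unprinted fluorescence ratio check between 0.5 and 1.5, limit read from the data, passing the limit was not always enough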;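 also: 0% = enzyme with substrate and 100% = substrate without enzyme; some results filed as inactive read as strong as hits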
# Target sequence (Q92905 whole entry, looked up, one chain of several): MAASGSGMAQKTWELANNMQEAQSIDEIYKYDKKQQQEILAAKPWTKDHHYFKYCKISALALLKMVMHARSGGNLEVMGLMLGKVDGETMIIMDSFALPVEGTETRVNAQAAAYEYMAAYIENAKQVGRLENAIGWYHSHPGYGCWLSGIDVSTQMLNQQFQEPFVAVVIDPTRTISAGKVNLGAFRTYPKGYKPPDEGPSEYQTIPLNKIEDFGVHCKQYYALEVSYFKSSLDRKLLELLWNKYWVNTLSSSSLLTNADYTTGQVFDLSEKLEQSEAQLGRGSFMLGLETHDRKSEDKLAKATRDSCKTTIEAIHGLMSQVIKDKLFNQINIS
#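 Material: purified human Csn5 enzyme expressed in HEK293T cells / Medium: Tris buffer pH 7.5, NaCl, DTT, Tween-20, trehalose, ovalbumin / Compound dosing: 12.5 µM single point / Schedule: 90 min incubation of compound, enzyme and substrate at room temperature / Signal: fluorescence polarization of the substrate / Control set: no-enzyme wells high, enzyme-with-substrate wells low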
# E coli Lon inh: inhibitors of E. coli Lon protease | inhibition, % at 7.94 µM | purified E. coli Lon protease, fluorescence polarization | 0.42% of 360,000 active; in the data active = inhibition above about 13%, passing the limit was not always enough;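 also: 0% = enzyme with probe and DMSO and 100% = no enzyme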
# FAS TE block: FAS thioesterase (human) inhibition. 0.67% of 360,000 active. recombinant FAS-TE, OMFH fluorogenic substrate, fluorescence endpoint. inhibition, % at 15 µM. P49327. AID 602261;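 active = compounds whose normalised, plate-corrected inhibition of enzyme fluorescence in the single-dose primary screen is 50% or more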;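 also: 0% = DMSO with enzyme and 100% = substrate without enzyme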
# Rin1-Abl PPI inh: blocks binding of human Rin1 to Abl; P00519+Q13671; inhibition, % at 7.35 µM; 0.4% of 360,000 active; TR-FRET Rin1/Abl binding, biochemical; in the data active = inhibition above about 5%, passing the limit was not always enough
# PABP1 MLLE inh: blocks PAM2 peptide binding to the PABP1 MLLE domain | P11940 | GST-MLLE / FITC-PAM2 fluorescence polarization | inhibition, % at 20 µM | 0.36% of 360,000 active | AID 588489; in the data active = inhibition above about 35%, passing the limit was not always enough;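 also: plate controls were DMSO wells with GST-MLLE for no effect and wells lacking GST-MLLE protein for full effect; some results filed as inactive read as strong as hits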
# Neddylation inh: cullin neddylation inhibition; TR-FRET cullin neddylation, biochemical; calls only at 25 µM; AID 651699; 0.58% of 360,000 active; in the data active = inhibition above about 36%
# Target sequence (P61081 whole entry, looked up): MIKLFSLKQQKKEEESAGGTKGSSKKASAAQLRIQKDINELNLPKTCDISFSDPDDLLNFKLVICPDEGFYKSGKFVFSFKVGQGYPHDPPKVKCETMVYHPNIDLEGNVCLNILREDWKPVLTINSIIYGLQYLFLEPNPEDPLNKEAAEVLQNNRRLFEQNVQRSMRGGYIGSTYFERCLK
# Target sequence (Q13564 whole entry, looked up): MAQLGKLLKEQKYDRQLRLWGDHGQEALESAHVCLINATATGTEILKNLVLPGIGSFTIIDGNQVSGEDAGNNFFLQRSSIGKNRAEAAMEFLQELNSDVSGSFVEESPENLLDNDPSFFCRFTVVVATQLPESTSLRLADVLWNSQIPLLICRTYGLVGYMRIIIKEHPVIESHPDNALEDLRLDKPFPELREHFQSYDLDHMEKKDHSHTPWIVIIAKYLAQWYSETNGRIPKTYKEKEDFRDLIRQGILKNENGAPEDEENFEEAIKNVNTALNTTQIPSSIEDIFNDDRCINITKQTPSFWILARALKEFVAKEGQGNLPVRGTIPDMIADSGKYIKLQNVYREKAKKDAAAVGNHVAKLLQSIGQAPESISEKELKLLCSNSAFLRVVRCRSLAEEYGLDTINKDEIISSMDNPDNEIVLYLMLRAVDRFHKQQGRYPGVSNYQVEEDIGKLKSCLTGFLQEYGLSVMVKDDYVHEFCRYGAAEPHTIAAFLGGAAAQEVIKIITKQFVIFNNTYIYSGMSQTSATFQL
# An asterisk follows results filed as active; i = inactive; / = not tested or not shown; & = joins results of further samples.
SMILES,MsrA inhibitor,MsrA act,Tb MetRS inh,CSN deneddyl inh,E coli Lon inh,FAS TE block,Rin1-Abl PPI inh,PABP1 MLLE inh,Neddylation inh
CCC1CCCCN1CCCNC(=O)Cn1nc(-c2ccc(C)cc2)ccc1=O (stereo not drawn),-0.6,-1.9,0.6,-2.3,-4.3,-7.2,-4.7,-9.4,i
CC(=O)c1c(OC(=O)c2ccccc2)c2ccccc2n1C,1.5,-1.8,-0.1,1.2,-3.2,34.2,-5.5,-2.9,i
Brc1ccc(Oc2nsnc2N2CCOCC2)cc1,0.9,-1.9,-0.2,-6.3,-5.7,14.6,5.3,3.4,i
O=C(NCc1cccnc1)c1cccc(S(=O)(=O)Nc2cccc(Cl)c2)c1,-0.9,-2.1,0.8,-2.0,-3.0,-2.9,4.4,-10.1,i
COC(=O)/C(C#N)=C/c1c(Oc2cccc(C)c2C)nc2ccccn2c1=O,-0.3,-2.2,0.5,-3.7,-4.7,-3.6,-1.1,-2.3,i
CCC1=NN2C(=N)/C(=C\c3cccn3-c3ccc(Cl)cc3)C(=O)N=C2S1,0.2,-2.2,-0.5,3.9,-0.8,6.0,3.5,-9.3,i
CCOC(=O)C1=C(CS(=O)(=O)c2ccccc2)NC(=O)NC1c1ccc(O)c(OC)c1 (stereo not drawn),-1.4,-1.9,1.2,-1.4,-10.3,-6.1,-2.2,-1.5,i
COc1ccc(C(=O)C[n+]2ccc(-c3nnc4n3CCC4)cc2)cc1,1.0,-7.7,-0.5,0.2,-15.3,-8.8,-4.2,9.5,i
CC(C)CN1CCN(CC#Cc2ccccc2)CC1CCO (stereo not drawn),1.3,-2.6,-0.2,5.6,-6.4,-0.2,4.0,-5.0,i
Nc1nc(-c2ccco2)nn1S(=O)(=O)c1ccc(Cl)cc1,-0.7,-1.1,-0.2,4.4,0.7,-6.1,3.2,-2.4,i
CC1Nc2ncnc(N3CCc4ccccc4C3)c2N(Cc2ccc(Br)cc2)C1=O (stereo not drawn),0.6,-2.1&-3.0,-0.2&-0.3,16.1&4.6,-28.6&-6.7,7.1&24.2,-0.1&3.7,-31.1&-21.2,i
COc1ccccc1NS(=O)(=O)c1cc(C(=O)N2CCN(C/C=C/c3ccccc3)CC2)ccc1C,-1.8,-1.9,0.4,0.6,13.3,9.9,-0.7,-5.1,i
COc1ccc(C(=O)c2c[nH]c(C(=O)NCc3ccco3)c2)cc1,0.5,-3.9,0.2,6.7,-3.7,-1.1,1.4,-3.3,i
COc1ccc(Nc2nc(S(=O)(=O)c3ccc(C)cc3)c(Cl)s2)cc1,-0.1,-2.4,-0.5,1.7,-3.1,35.6,3.2,-17.9,i
O=C(NCCN1CCOCC1)c1cc(-c2ccc(Cl)cc2)on1,/,-5.6,-0.9,1.4,2.2,-0.4,-0.7,8.0,i
C(=C\c1ccccc1)/CSc1nnc(-c2cccnc2)o1,1.3,-1.9,-0.8,2.5,-0.1,1.7,0.5,-9.7,i
CC1(C)Cc2c(cnn2-c2ccc(F)cc2)C(NC(=O)CN2CCCC2=O)C1 (stereo not drawn),-0.1,-1.0,-0.3,0.9,0.4,-3.8,0.4,20.3,i
CCc1c(C)sc(NC(=S)N2CCN(CC)CC2)c1C(=O)OC,-0.7,-8.0,-1.3,0.8,3.1,7.2,1.1,-9.2,i
COc1cc(C2SCCS2)cc(Br)c1Oc1ncccc1[N+](=O)[O-],0.2,-0.7,0.3,-0.3,14.7,38.8,2.4,5.2,i
Cc1ccc(-c2nc(C)sc2CC(=O)OCC(=O)Nc2cccc([N+](=O)[O-])c2)cc1,-0.5,-2.5,-1.1,-7.4,0.6,13.8,-0.7,-10.5,i
COc1ccc(C(CC(=O)N2CCCC(C)C2)c2c(OC)cc(OC)c3ccc(=O)oc23)cc1 (stereo not drawn),0.7,-7.8,-0.1,-3.3,-4.6,-3.5,-0.8,-8.7,/
Cc1cccc(N2C(=S)NC3c4cc(Cl)ccc4OC2(C)C3C(=O)N(C)C)c1 (stereo not drawn),-0.1,-8.2,-1.4,-3.2,6.6,-3.1,-5.6,17.1,i
O=[N+]([O-])c1ccc(/C=[N+](\[O-])CCO)o1,0.8,0.4,0.3,-3.4,4.5,-2.2,-0.6,16.9,i
O=C(O)CCCC(=O)Nc1ccccc1-n1ccnc1,-0.5,-4.4,-0.5,-1.9,1.0,-5.0,-0.8,-0.7,i
Cc1cc(C)nc(NC(=O)CSc2nnnn2-c2ccccc2)n1,-0.1,-11.4,-0.6,-3.9,-7.5,-10.3,5.3,-29.4,i

# Four of the entries above in order of their number in MsrA inhibitor, rising.
Structure	MsrA inhibitor
COc1ccccc1NS(=O)(=O)c1cc(C(=O)N2CCN(C/C=C/c3ccccc3)CC2)ccc1C	-1.8
CCc1c(C)sc(NC(=S)N2CCN(CC)CC2)c1C(=O)OC	-0.7
CC1(C)Cc2c(cnn2-c2ccc(F)cc2)C(NC(=O)CN2CCCC2=O)C1 (stereo not drawn)	-0.1
CC(C)CN1CCN(CC#Cc2ccccc2)CC1CCO (stereo not drawn)	1.3

# Further records.
SMILES,MsrA inhibitor,MsrA act,Tb MetRS inh,CSN deneddyl inh,E coli Lon inh,FAS TE block,Rin1-Abl PPI inh,PABP1 MLLE inh,Neddylation inh
Cn1cccc1-c1nc2ccc(NC(=O)c3cccs3)cc2[nH]1,3.7,-12.4,-0.3,5.7,-5.3,-3.8,0.1,-6.7,i
COc1ccc(OC)c(NC(=O)c2oc3c(c2C)C(O)CC(C)(C)C3)c1 (stereo not drawn),1.8,-2.0,-0.3,-1.4,-5.0,3.7,-3.2,-0.5,i
COC(=O)c1ccc(NC(=S)NC2c3ccccc3CC2O)cc1 (stereo not drawn),0.5,-3.0,-0.6,-3.6,-0.1,1.3,1.1,31.7,i
CC1(C)CSC(=NCc2ccccc2)N1C(=O)c1cccc([N+](=O)[O-])c1,-0.7,-2.7,0.2,0.0,-5.6,6.7,-1.3,-9.0,i
O=C1c2ccccc2C(=O)N1c1ccc(Br)c2cccnc12,-0.6,-2.7,-0.1,-0.4,-1.8,3.3,-1.9,12.0,i
Cc1nc2oc3c(=O)[nH]cnc3c2c2c1COC(C)(C)C2,-2.1,-3.2,-0.7,-0.3,0.3,-7.5,-1.9,4.0,/
OC[C@H]1OC(O)[C@H](O)[C@@H]1O (stereo partly drawn),1.3,3.5,-0.1,4.0,0.8,-1.6,1.3,0.8,i
Cn1c(SCC(=O)NCC2COc3ccccc3O2)nnc1C(F)(F)F (stereo not drawn),-0.5,-13.7,-0.2,1.7,-8.2,-7.5,1.9,-8.9,i
Cc1cc(Nc2ccccc2C(=O)O)n(-c2cccc(Cl)c2)n1,-0.3,-1.5,0.1,-6.8,-3.0,-3.7,-1.3,10.3,i
NC(=O)C1CCN(C(=O)CCSCc2ccccc2)CC1,0.7,3.1,-0.4,-4.6,-4.8,-0.7,-1.4,15.0,i
CCCC(=O)Nc1ccc(NC(=O)Cc2ccccc2)cn1,-1.3,-1.3,-0.2,5.5,2.1,-6.3,-0.2,5.1,i
Cc1ccc(CN2C(=O)[C@@H]3Cc4c([nH]c5ccccc45)C(C)(C)N3C2=O)cc1,-0.7,-15.0,-0.6,-2.0,-2.9,18.3,3.9,4.7,i
NC(=O)Nn1c(CCC(=O)O)ccc1-c1ccc(Cl)cc1,-0.9,-2.0,0.1,6.0,-1.3,-4.7,-1.1,4.5,i
COc1ccccc1NC(=S)N(CCc1ccc(OC)c(OC)c1)Cc1ccccn1,0.9,-3.5,-0.2,5.1,-1.8,1.9,1.9,12.0,i
Cc1ccc(SCC(=O)OCC(=O)N(C)CC(=O)Nc2ccccc2Cl)cc1C,-0.2,-4.9,-0.3,-2.9,-4.3,0.1,0.9,-3.1,i
CC1CCc2nn(CC(=O)NCc3ccco3)cc2C1 (stereo not drawn),-0.1,-8.5,-1.1,-5.2,-0.7,-4.3,1.6,-10.2,i
Nc1cccc2c3c(oc12)CCCC3,-0.4,-1.2,-0.8,3.5,-1.6,1.4,-2.3,10.4,i
O=C(c1ccc([N+](=O)[O-])cc1)N1CCSC1c1ccc(Br)cc1 (stereo not drawn),0.3,-4.0,0.1,3.0,2.7,45.9,0.0,-2.1,i
CC(C)Cn1c(S(=O)(=O)O)nc2ccccc21,-0.9,-1.6,-0.7,3.2,8.5,-3.0,-1.0,16.0,i
COc1ccc(NC(=O)CC2C(=O)N(Cc3cccs3)C(=S)N2C(C)C)cc1 (stereo not drawn),-0.9,-3.8,-0.5,2.4,6.9,8.3,3.4,-14.5,i
O=C(Cn1cnc2c(OCc3ccccc3)ncnc21)NCCCN1CCCC1=O,-0.2,-6.2,-1.8,-1.1,7.6,-5.5,-1.1,3.2,i
Cc1ccc(C)c(S(=O)(=O)N2CCN(C(=O)Cc3ccsc3)CC2)c1,-1.1,-0.8,0.2,20.7,-2.7,-2.7,-1.4,9.2,i
CCc1ccc(NC(=O)Nc2cc(C(=O)O)ccc2N2CC3CC(C2)c2cccc(=O)n2C3)cc1 (stereo not drawn),1.4,-1.9,0.1,0.9,-3.7,-8.9,0.4,1.2,i
Cc1cc(S(=O)(=O)N2CCN(c3ccc(F)cc3)CC2)c(C)s1,-0.4,0.5,-0.7,-2.7,-1.3,28.0,0.6,1.5,i
Cc1ccc(C(=O)N/C(=C\c2cccc([N+](=O)[O-])c2)C(=O)NC(Cc2ccccc2)C(=O)O)cc1 (stereo not drawn),0.2,-2.4,-0.2,-1.1,-3.5,16.5,-1.0,-7.4,i
SMILES,MsrA inhibitor,MsrA act,Tb MetRS inh,CSN deneddyl inh,E coli Lon inh,FAS TE block,Rin1-Abl PPI inh,PABP1 MLLE inh,Neddylation inh
Cn1nc(C(=O)NCCCN2CCCCC2)c2c1-c1ccccc1SC2,-0.4,-0.7,0.4,4.1,0.8,-3.8,-4.6,18.2,i
COc1ccc(CC(=O)N/N=C(\C)CC(=O)Nc2ccc(N(C)C)cc2)cc1OC,1.4,-2.2,-0.5,0.1,-2.4,-1.9,3.6,-5.3,i
O=C(Nc1ccc(S(=O)(=O)N2CCCCC2)cc1)C1CCCN(C(=O)c2ccc(Cl)cc2)C1 (stereo not drawn),-1.2,-2.5,-0.3,6.2,-15.3,23.8,-5.7,-28.3,i
Cc1[nH]nc2c1C(c1cccc(O)c1)C1=C(CC(C)(C)CC1=O)N2 (stereo not drawn),2.2,-7.3,-1.5,2.1,-3.3,-4.1,2.4,3.2,/
CCn1c(SCc2cc(=O)[nH]c3ccccc23)nc2c1c(=O)n(C)c(=O)n2C,1.0,-0.3,0.1,3.6,-11.4,-0.2,-1.8,-18.4,i
COc1ccc(CCN(C)C2CCCN(S(C)(=O)=O)C2)cc1OC (stereo not drawn),0.9,-5.8,-1.1,2.8,0.9,-3.2,-1.6,-1.3,i
CC(C)c1ccccc1OCC(=O)Nc1ccccc1C(=O)N1CCOCC1,-0.7,-3.3,-0.1,-0.6,4.1,1.3,2.0,-2.4,i
O=c1c(-n2cncn2)c[nH]n1-c1cccc(Cl)n1,0.9,-3.6,-0.5,-18.0,-6.3,-6.7,0.8,-0.6,i
Cc1cc([N+](=O)[O-])nn1Cn1nc([N+](=O)[O-])cc1C,-0.1,-13.2,-0.9,-7.0,4.3,-5.0,2.3,-20.6,i
COc1ccc2oc(C(=O)OCC(=O)N3CC(C)OC(C)C3)c(C)c2c1 (stereo not drawn),-0.6,-0.6,-0.1,4.9,-5.2,-0.9,-3.4,2.6,/

# Assay outcomes as filed in PubChem BioAssay.
